Bioassay records (PubChem)
RGS7-Gao = regulators of human RGS7-Galphao interaction | binding response (% of control), % at 10 µM | Multiplexed bead flow cytometry, RGS7-Galphao binding; actives lie on both sides | P09471 | hit rate 0.35% among 220,000; in the data active = binding response below about 49% or above about 150%; inconclusive = no clear call, values can overlap the other calls; inactive = in between;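 also: fluorescent Galphao held in activated GDP-AlF4 state binding bead-coupled RGS7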
Mcl1-Noxa inh = disrupts binding of human Mcl-1 to Noxa peptide | Q07820 | TR-FRET Mcl-1/Noxa peptide binding, 2 h | inhibition, % at 21.7 µM | hit rate 1.5% among 220,000;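 active = compounds that cut the protein-peptide binding signal by more than 50% relative to plate controls in a single-dose test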;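 also: His-tagged Mcl-1 with rhodamine Noxa BH3 peptide and terbium anti-His antibody; 0% = Mcl-1 plus Noxa peptide wells and 100% = peptide-only wells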
Pf gamet viab = kills late stage P. falciparum gametocytes; inhibition, % at 10.9 µM; P. falciparum stage V gametocytes, ATP luminescence, 24 h; hit rate 0.065% among 150,000; AID 743093;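 active = inhibition above the mean plus 3 SD of compounds within the control limits, set per campaign, cut at about 38% in these data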;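 also: 0% = DMSO wells and 100% = medium only without gametocytes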
ABCB1 inh = human ABCB1 inhibition, ABCG2 as counter-screen. P08183. CCRF-Adr cells, JC-1 efflux, flow cytometry. inhibition, % at 6.6 µM. hit rate 0.067% among 190,000. AID 1326; in the data active = inhibition above about 40%;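 also: 0% = vehicle and 100% = reference inhibitor; higher value means more JC-1 retained so stronger ABCB1 efflux block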
Target sequence (P08183 whole entry, looked up): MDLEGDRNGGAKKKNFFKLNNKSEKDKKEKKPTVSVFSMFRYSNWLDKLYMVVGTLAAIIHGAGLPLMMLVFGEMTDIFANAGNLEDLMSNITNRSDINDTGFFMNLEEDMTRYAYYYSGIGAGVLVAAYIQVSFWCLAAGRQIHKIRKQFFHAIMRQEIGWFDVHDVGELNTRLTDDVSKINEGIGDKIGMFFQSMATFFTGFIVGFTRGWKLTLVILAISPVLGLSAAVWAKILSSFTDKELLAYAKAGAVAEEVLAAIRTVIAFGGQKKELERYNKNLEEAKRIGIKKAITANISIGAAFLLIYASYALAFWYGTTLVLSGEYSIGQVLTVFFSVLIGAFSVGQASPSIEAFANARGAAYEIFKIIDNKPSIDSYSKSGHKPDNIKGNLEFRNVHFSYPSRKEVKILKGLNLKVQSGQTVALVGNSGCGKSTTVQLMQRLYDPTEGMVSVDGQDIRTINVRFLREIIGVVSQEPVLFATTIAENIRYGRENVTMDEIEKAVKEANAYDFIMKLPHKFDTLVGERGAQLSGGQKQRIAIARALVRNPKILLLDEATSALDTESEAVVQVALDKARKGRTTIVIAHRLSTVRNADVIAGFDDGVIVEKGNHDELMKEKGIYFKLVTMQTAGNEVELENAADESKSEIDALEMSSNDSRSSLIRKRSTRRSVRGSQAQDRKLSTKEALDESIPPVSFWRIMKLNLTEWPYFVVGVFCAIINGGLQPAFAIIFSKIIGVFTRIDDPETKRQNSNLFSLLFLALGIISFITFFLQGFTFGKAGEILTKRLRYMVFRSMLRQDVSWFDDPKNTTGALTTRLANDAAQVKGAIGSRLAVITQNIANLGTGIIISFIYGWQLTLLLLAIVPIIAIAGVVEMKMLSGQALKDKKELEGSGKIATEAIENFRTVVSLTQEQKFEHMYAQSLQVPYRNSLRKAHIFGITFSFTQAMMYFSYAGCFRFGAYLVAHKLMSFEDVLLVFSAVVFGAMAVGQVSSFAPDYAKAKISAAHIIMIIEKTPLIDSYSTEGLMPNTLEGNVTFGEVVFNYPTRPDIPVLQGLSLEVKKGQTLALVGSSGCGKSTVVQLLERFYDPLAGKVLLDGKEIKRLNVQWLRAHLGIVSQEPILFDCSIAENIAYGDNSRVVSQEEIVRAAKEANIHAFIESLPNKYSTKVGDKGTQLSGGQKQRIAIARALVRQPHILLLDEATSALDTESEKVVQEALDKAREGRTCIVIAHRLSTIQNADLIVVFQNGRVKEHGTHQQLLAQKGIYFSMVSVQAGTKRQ
RGS4-Gao reg = modulates binding of RGS4 to human Galphao | P09471 | hit rate 0.33% among 220,000 | Multiplexed bead flow cytometry; actives lie on both sides | binding response (% of control), % at 10 µM; in the data active = binding response below about 49% or above about 150%; inactive = in between;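 also: fluorescent Galphao activated with aluminum fluoride binding bead-coupled RGS4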
RGS8-Gao = human RGS8-Galphao interaction regulation; P09471; response (percent of control binding), % at 10 µM; hit rate 0.34% among 220,000; multiplexed bead flow cytometry, RGS8-Galphao binding; actives lie on both sides; AID 1423; in the data active = response below about 60% or above about 140%; inactive = in between;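 also: Galphao activated as the GDP aluminium fluoride complex binding bead-coupled RGS8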
ABCG2 block = human ABCG2 inhibition, ABCB1 as counter-screen | hit rate 0.1% among 190,000 | Q9UNQ0 | IgMXP3 cells, JC-1 efflux, flow cytometry | inhibition, % at 6.6 µM;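 active = inhibition above 80%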;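 also: 0% = DMSO and 100% = nicardipine control wells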
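material = IgMXP3 (ABCG2) plus far-red-tagged CCRF-Adr (ABCB1) cells | amount = 3 million cells/mL, equal mix of both lines | also added = JC-1 transporter substrate | dosing = one concentration, 6.6 µM final | schedule = 10 min at 25 °C | measured by = flow cytometric JC-1 green MFI at 530 nm | read-out basis = percent efflux inhibition, scaled nicardipine 100% to DMSO 0%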
Bim-Mcl-1 = inhibitors of Bim-Mcl-1 interaction, human; inhibition, % at 10 µM; Bead-based flow cytometry, Bim peptide-Mcl-1 binding; Q07820; hit rate 0.1% among 190,000; in the data active = inhibition above about 40%;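 also: 0% = no compound tracer wells and 100% = peptide blocker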
GSH bead fluor = GSH bead compound fluorescence profile; GSH beads flow cytometry, compound fluorescence 488/530 nm; hits give high values; fluorescence (KMESF) at 10 µM; hit rate 0.25% among 190,000; in the data active = fluorescence above about 89;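 also: glutathione beads carrying GST-tagged Bcl family fusion proteins plus one bare bead set; values are compound well signal with DMSO vehicle wells as background; inactives centre near 16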
Mcl1-Bid inh = disrupts binding of human Mcl-1 to Bid peptide. inhibition, % at 21.7 µM. AID 1021. TR-FRET Mcl-1/Bid-Dy647 peptide binding, 1536-well. hit rate 0.97% among 220,000. Q07820;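 active = compounds that cut the binding signal by more than half at the single screening dose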;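 also: His-tagged Mcl-1 with europium anti-His antibody binding Bid BH3 peptide; 0% = Mcl-1 plus peptide wells and 100% = peptide-only wells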
Avidin fluor = compound fluoresces at 488/530 nm on avidin beads; fluorescence (KMESF) at 10 µM; compound fluorescence 488/530 nm, flow cytometry; hits give high values; hit rate 0.38% among 220,000; AID 1775; in the data active = fluorescence above about 47; also: inactives centre near 10
An asterisk follows results filed as active; u = inconclusive; x = no result given.

SMILES	RGS7-Gao	Mcl1-Noxa inh	Pf gamet viab	ABCB1 inh	RGS4-Gao reg	RGS8-Gao	ABCG2 block	Bim-Mcl-1	GSH bead fluor	Mcl1-Bid inh	Avidin fluor
O=C(Cn1c(=O)oc2cc(S(=O)(=O)N3CCCC3)ccc21)N1CCN(C2CCCCC2)CC1	101	14	x	0.2	102	102	0	0	18	-21	6
CC(C)(C)n1cnnc1Sc1ncccc1[N+](=O)[O-]	u	-11	-10	x	104	102	x	x	x	-20	7
CCOC(=O)c1cc(NC(=O)CSc2nnc(CN3CCOCC3)n2C)ccc1Cl	101	-22	x	0.3	100	103	1	-2	18	-6	21
CCOc1ccc(-c2csc(NC(=O)c3cccc(N4C(=O)CCC4=O)c3)n2)cc1	u	-12	12	x	100	98	x	x	x	-30	x
CCOC(=O)N1CCN(C(=S)Nc2cccc(C)c2C)CC1	99	3	18	0.8	100	99	10	-9	11	-25	12
CCOC(=O)C1=C(C)C2C3C(=O)N(c4cc(C)ccc4C)C(=O)C3C1(C)C1C(=O)N(c3cc(C)ccc3C)C(=O)C21 (stereo unspecified)	101	2	x	17	101	103	21	10	10	2	21
CC1(C)Cc2c(c(-c3ccccc3)nc3sc4c(=O)[nH]c(=S)[nH]c4c23)CO1	u	-12	x	x	96	99	x	x	x	-54	8
O=C(/C=C/c1ccc(F)cc1)NCc1cccs1	101	1	-10	-0.1	99	102	3	-1	22	-29	14
Cc1ccc2nc(SC(C)C(=O)NCc3ccc4c(c3)OCO4)[nH]c2c1 (stereo unspecified)	100	3	-3	1.1	101	99	8	-1	14	-15	23
O=Cc1cc2cc3c(cc2nc1Cl)OCCO3	u	9	x	x	102	102	x	x	x	2	7
O=C(c1ccc(N2CCCCC2)c([N+](=O)[O-])c1)N1CCN(c2ccccn2)CC1	97	5	-8	1.2	102	98	15	0	21	-6	11
C/C=C/c1ccc(OCCOc2ccc(C=O)cc2)c(OC)c1	108	10	16	0.6	109	116	14	-5	10	-23	13
O=C(NCc1ccc(N2CCCC2=O)cc1)c1ccc(F)cc1	u	2	-11	-0.2	101	101	-5	-2	15	-23	12
Cc1c(Cl)cccc1N=C(N)N=C(N)N	103	0	2	0.5	101	107	1	-3	17	-6	10
N#CC(C(=O)c1ccccc1)=C1SCCS1	u	6	-54	x	102	99	x	x	x	-5	3
Cn1cccc1CNC(=O)Nc1ccc(Cl)c(Cl)c1	102	17	x	0.1	98	101	7	14	6	-108	21
O=C(c1cc(-c2ccncc2)nc2ccccc12)N1CCN(c2ccccn2)CC1	104	-8	-25	1.2	109	105	3	1	14	-12	26
CN(C)c1ccc(-n2cccc2/C=N/n2cnnc2)cc1	99	28	-10	0.7	101	101	6	-3	7	-56	15
COc1ccc(C(=O)N2CC(=O)Nc3ccccc32)cc1S(=O)(=O)N1CCOCC1	u	34	7	x	86	88	x	x	x	-24	8
COc1ccc(OC)c(CN2CCCC(C(=O)c3ccccc3SC)C2)c1 (stereo unspecified)	97	-4	7	5.0	97	101	1	0	11	-18	3
CCOc1cc(C(=O)O)cc(Cl)c1OCC#N	94	-7	4	-0.3	92	86	-1	-4	11	-17	12
COc1ccc(C2CC(c3ccc(F)cc3)n3nc(NC(=O)c4ccco4)nc3N2)cc1 (stereo unspecified)	u	-15	2	x	105	101	x	x	x	-25	4
Cc1ccc(-c2cc(=O)[nH][nH]2)c(C)c1	99	10	1	0.5	102	99	2	-4	56	22	7
CCS(=O)(=O)n1nc(NCc2cccc(OC)c2)nc1NCc1cccc(OC)c1	98	-6	-12	1.3	101	101	4	-1	23	8	30
CCOc1ccc(NC(=O)N2CCC(C(=O)c3ccc(F)cc3)CC2)cc1	101	4	x	0.4	98	101	1	-1	12	-14	34

2 entries from above, as a markdown table.
| mol | RGS7-Gao | Mcl1-Noxa inh | Pf gamet viab | ABCB1 inh | RGS4-Gao reg | RGS8-Gao | ABCG2 block | Bim-Mcl-1 | GSH bead fluor | Mcl1-Bid inh | Avidin fluor |
| --- | --- | --- | --- | --- | --- | --- | --- | --- | --- | --- | --- |
| O=C(c1cc(-c2ccncc2)nc2ccccc12)N1CCN(c2ccccn2)CC1 | 104 | -8 | -25 | 1.2 | 109 | 105 | 3 | 1 | 14 | -12 | 26 |
| CN(C)c1ccc(-n2cccc2/C=N/n2cnnc2)cc1 | 99 | 28 | -10 | 0.7 | 101 | 101 | 6 | -3 | 7 | -56 | 15 |

The results go on:
SMILES	RGS7-Gao	Mcl1-Noxa inh	Pf gamet viab	ABCB1 inh	RGS4-Gao reg	RGS8-Gao	ABCG2 block	Bim-Mcl-1	GSH bead fluor	Mcl1-Bid inh	Avidin fluor
O=C(NC(c1ccccc1)c1ccccc1)c1ccc(S(=O)(=O)C(F)F)cc1	110	15	8	0.4	102	100	2	-5	16	-23	58*
Cc1ccc2cc(C#N)c(NCCNC(=O)C3CC3)nc2c1C	99	-6	1	0.8	98	100	3	0	12	5	36
COc1ccc(-n2c(C)nc3cc(C(=O)NCc4ccc5c(c4)OCO5)ccc32)cc1	101	7	8	0.1	103	99	5	-1	3	-1	13
CCOc1ccc(Nc2nc(N3CCCC3)nc(N3CCN(c4ccc(OC)cc4)CC3)n2)cc1	100	1	4	0.2	102	103	1	-1	15	-34	11
Cc1ncoc1C(=O)N1CCCC(C(=O)c2cccc(OC(C)C)c2)C1 (stereo unspecified)	103	-9	x	0.4	101	105	1	0	18	-22	8
Cn1c2c(c(=O)n(C)c1=O)C(CC(=O)Nc1ccccc1F)C(=O)N2 (stereo unspecified)	u	15	-4	x	99	100	x	x	x	-27	7
COc1ccc(C2(CNC(=O)c3ccccc3[N+](=O)[O-])CCOCC2)cc1	98	16	x	0.8	101	101	1	2	11	-10	24
COC(=O)CCC(=O)NC(=S)Nc1ccc(S(=O)(=O)Nc2cc(OC)nc(OC)n2)cc1	100	33	12	0.2	102	101	4	-3	11	-33	5
O=C(O)CC/C(=C\c1ccc(N2CCCC2)c([N+](=O)[O-])c1)c1nc2ccccc2s1	102	32	-6	-0.6	102	102	0	-1	14	-20	11
C=CCn1cc(C(=O)OCC)c(=O)c2ccc(F)cc21	101	-4	-1	-0.8	102	103	-4	-2	12	-21	9
CC1(C)CC(=O)c2c(O)cc(OCc3ccc(Br)cc3)cc2O1	101	-7	x	0.6	100	97	2	-3	11	-7	17
O=C(CCc1ccccc1)NC(NC(=S)Nc1cccc(Cl)c1)C(Cl)(Cl)Cl (stereo unspecified)	99	-7	17	0.1	99	101	1	-1	19	-11	6
COc1ccc(S(=O)(=O)NNC(=O)C2Cc3c(ccc4ccccc34)O2)cc1 (stereo unspecified)	98	1	25	0.4	100	101	11	0	31	2	14
O=[N+]([O-])c1cccc(-c2noc(-c3ccco3)n2)c1	u	2	15	x	96	97	x	x	x	3	5
N#Cc1c(C(F)(F)F)cc(-c2ccccc2)[nH]c1=O	90	24	25	0.1	95	82	2	-2	37	-34	5
CC1(C)CC(=O)C2=C(C1)OC(N)=C(C#N)C21CCN(C(=O)OCc2ccccc2)CC1	102	3	x	1.6	98	100	5	-4	16	-13	11
COc1cccc(-c2nc(CS(=O)(=O)CC(=O)Nc3c(C)cccc3C)c(C)o2)c1	101	-2	x	1.7	103	102	1	2	12	-1	7
CC1CCCCN1C(=O)CSc1nc2ccsc2c(=O)n1Cc1ccccn1 (stereo unspecified)	99	-6	x	1.1	103	101	7	-1	16	16	11
COc1ccc(NC(=O)c2c(N)no[n+]2[O-])cc1	101	3	x	-0.8	103	104	-1	-25	9	-18	25
CCOC(=O)N1CCN(Cc2nc(N)nc(Nc3ccc(OCC)cc3)n2)CC1	104	-1	x	0.3	104	105	2	-1	14	-17	30
Cc1cc(/C=C2\C(=N)N3N=C(S(C)(=O)=O)SC3=NC2=O)c(C)n1Cc1ccccc1	u	25	3	-0.6	86	91	-7	-1	17	-33	8
Cn1nnc2sc3c(c2c1=O)CCCC3	100	4	-44	0.3	96	96	1	-3	8	-16	25
COc1ccc(NC(=O)Cc2ccccc2)cc1	104	5	x	0.3	106	105	0	0	15	0	11
O=P(CCC(F)(F)F)(CCC(F)(F)F)CCC(F)(F)F	99	-9	x	0.0	101	101	0	1	5	-11	8
O=C(Nc1ccccc1)c1ccc2nsnc2c1	106	6	9	1.0	103	103	15	3	10	-20	10
(cont.)
SMILES	RGS7-Gao	Mcl1-Noxa inh	Pf gamet viab	ABCB1 inh	RGS4-Gao reg	RGS8-Gao	ABCG2 block	Bim-Mcl-1	GSH bead fluor	Mcl1-Bid inh	Avidin fluor
N/C(=N\OC(=O)Cc1ccc(-c2ccccc2)cc1)c1cccnc1	83	20	x	0.2	87	80	1	3	13	-5	5
COc1cccc(CNC(=O)C2CCCN(c3nc4ccccc4o3)C2)c1 (stereo unspecified)	98	15	x	2.6	103	100	7	-1	21	-2	10
C=CCn1c(O)c(N=NC(=O)c2ccc3c(c2)OCO3)c2ccccc21	97	18	20	0.3	98	103	7	1	37	-10	8
CN(C)C(=O)N1CCC(C(=O)NCc2ccc(F)cc2)CC1	107	5	x	0.4	107	104	1	-3	25	-17	7
CCOC(=O)C1=C(c2ccccc2)NC(=S)NC1c1ccc(C)c([N+](=O)[O-])c1 (stereo unspecified)	97	-2	23	0.4	97	99	0	-1	21	-26	15
Cn1c(=O)n(C)c2cc(S(=O)(=O)Nc3ccccc3)ccc21	105	-3	-13	0.2	99	101	1	-2	16	-8	11
Cc1ccc(-c2cn3cccnc3n2)cc1NC(=O)c1c(-c2ccccc2Cl)noc1C	98	0	x	1.2	104	101	3	-1	13	-13	32
Cc1ccc(/C=C2\CCOC2=O)cc1	u	-1	x	x	102	99	x	x	x	-13	6
CC(C)c1[nH]c(=O)c(C#N)c2c1COC(C)(C)C2	99	-12	-4	-0.4	97	98	0	-2	35	-18	13
CC(C)(C)c1csc(NNC(=O)c2ccc(Br)cc2)n1	u	-15	-29	-1.6	101	102	-8	-1	17	-52	9
CCn1cc(C(=O)NCC2CCCO2)c(=O)c2cc(S(=O)(=O)N(C)C3CCCCC3)ccc21 (stereo unspecified)	102	7	x	0.3	106	106	3	5	13	22	8
O=C(Nc1sc2c(c1CN1CCOCC1)CCC2)c1ccc(F)cc1	99	0	-18	0.2	99	102	0	0	5	-21	2
Cc1ccc(C2CC(c3cccc(NS(C)(=O)=O)c3)=NN2S(C)(=O)=O)cc1 (stereo unspecified)	99	8	10	-0.2	99	98	0	-1	13	-1	6
Cc1ccc(N2C(N)=C(C#N)C(c3ccsc3)C3=C2CC(C)(C)CC3=O)cc1 (stereo unspecified)	100	0	x	0.5	101	103	1	0	24	-26	13
O=C(N/N=C/c1ccncc1)C1CC1(c1ccccc1)c1ccccc1 (stereo unspecified)	u	18	-28	x	97	100	x	x	x	-31	6
CN=c1scc(-c2cccs2)n1/N=C/c1ccccc1O	99	3	2	-0.7	98	87	-11	-7	7	-37	8
Cc1cc(C(=O)NCCC2=CCCCC2)ccc1[N+](=O)[O-]	110	13	9	0.9	105	105	11	0	11	-17	11
CCc1ccc(OCCCC(=O)Nc2nnc(C3CCCO3)s2)cc1 (stereo unspecified)	94	13	9	0.0	95	86	0	-3	13	-24	7
